# N370S GC mod – qHTS Assay for Inhibitors and Activators of N370S glucocerebrosidase as a Potential Chaperone Treatment of Gaucher Disease; 0.092% of 330,000 active; Potency, µM (top dose mostly 59.4 µM), inactives show top-dose activity change, negative = inhibition, most hits filed as inhibitors; AID 2101, 2009; N370S GC spleen homogenate, 4MU-glucoside fluorescence; Lysosomal acid glucosylceramidase (Homo sapiens), P04062;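 further: 0% = full enzyme activity and -100% = no enzyme basal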
# FEN1 inhibitor – qHTS Assay for the Inhibitors of Human Flap endonuclease 1 (FEN1) | P39748 | Recombinant FEN1 flap cleavage, fluorescence, 15 min | Potency, µM (doses to about 114 µM), without a hit: at the highest dose activity change, negative = inhibition, most hits filed as inhibitors | 0.35% of 390,000 active | AID 588795, 2011; further: nearly all actives have a fitted effect of over 65% in size
# Target sequence (P39748 whole entry, looked up): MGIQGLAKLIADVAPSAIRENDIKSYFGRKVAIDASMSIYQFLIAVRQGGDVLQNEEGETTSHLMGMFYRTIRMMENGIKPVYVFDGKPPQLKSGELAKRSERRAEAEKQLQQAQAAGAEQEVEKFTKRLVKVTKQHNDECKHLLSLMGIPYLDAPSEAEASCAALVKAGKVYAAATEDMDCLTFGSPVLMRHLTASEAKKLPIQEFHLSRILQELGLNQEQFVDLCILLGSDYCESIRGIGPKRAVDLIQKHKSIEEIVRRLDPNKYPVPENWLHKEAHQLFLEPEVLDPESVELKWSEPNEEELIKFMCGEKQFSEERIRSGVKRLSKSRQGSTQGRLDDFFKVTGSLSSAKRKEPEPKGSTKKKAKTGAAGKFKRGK
#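 Reaction started by adding substrate (50 nM final) to 10 nM enzyme after 15 min room-temperature compound preincubation. Reads at 0 and 15 min, with data normalized and fitted to a four-parameter Hill equation.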
# TDP1 block – qHTS Assay for Inhibitors of Tyrosyl-DNA Phosphodiesterase (TDP1); Tyrosyl-DNA phosphodiesterase 1 (Homo sapiens), Q9NUW8; recombinant TDP1, AlphaScreen DNA substrate cleavage; Potency, µM (series often up to 130 µM), inactives show at the highest dose activity change, negative = inhibition, usual class: inhibitors; 0.28% of 350,000 active; AID 485290, 2010; further: nearly all actives have a fitted effect of over 40% in size
# Target sequence (Q9NUW8 whole entry, looked up): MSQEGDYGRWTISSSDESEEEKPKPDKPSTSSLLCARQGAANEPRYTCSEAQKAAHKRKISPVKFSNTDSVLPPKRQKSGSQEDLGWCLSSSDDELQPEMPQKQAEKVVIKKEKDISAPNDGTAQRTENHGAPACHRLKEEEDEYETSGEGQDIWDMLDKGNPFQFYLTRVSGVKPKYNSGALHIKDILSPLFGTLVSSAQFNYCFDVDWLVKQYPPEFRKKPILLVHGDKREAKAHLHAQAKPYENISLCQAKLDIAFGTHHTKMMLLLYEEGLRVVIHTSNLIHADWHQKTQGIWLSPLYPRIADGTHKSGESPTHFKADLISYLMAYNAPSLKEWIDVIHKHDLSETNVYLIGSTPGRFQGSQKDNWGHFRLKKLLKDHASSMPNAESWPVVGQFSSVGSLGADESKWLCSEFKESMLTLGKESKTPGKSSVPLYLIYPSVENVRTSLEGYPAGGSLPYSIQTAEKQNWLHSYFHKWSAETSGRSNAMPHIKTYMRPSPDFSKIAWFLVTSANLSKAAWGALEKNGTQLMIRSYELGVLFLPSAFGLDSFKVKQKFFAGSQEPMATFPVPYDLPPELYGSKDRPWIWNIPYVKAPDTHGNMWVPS
#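 AlphaScreen read-out: signal falls as enzyme removes the 3' tyrosine-FITC from a 5'-biotinylated DNA oligo (15 nM, 5 min, RT). Enzyme was E. coli-made recombinant Tdp1 at 1 nM, exposed to compound for 15 min beforehand; beads 10 ug/ml, 10 min.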
# Numbers without * were called inactive; ? = inconclusive; / = no result given; & = joins results of further samples; [ ] = dose if it differs, or a comment. The call rests on the fitted dose curve; in most records, active means well fitted curve in the direction sought with a large enough effect; inconclusive means small, poorly fitted or top-dose-only effect, or another doubt; inactive means no such curve, though single readings can be large; an effect the other way counts as inactive or inconclusive. Unless noted, on the % scale 0 is the no-effect control and ±100 the full control effect; potency means the concentration at half of the fitted maximal effect. An unsorted share of the library; 0.53% or so of the library scored in one or more.
SMILES	N370S GC mod	FEN1 inhibitor	TDP1 block
CCCN(CC1CC1)C(=S)Nc1ccccc1F	2.7%	-12.7%	0.0%
CCN1C=C(C(=O)OC)C(c2cccc(OC)c2OC)C(C(=O)OC)=C1	?	6.4%	-11.4%
COc1ccc(NC(=S)NC2CC3CCCC(C2)N3C2CC2)cc1 (stereo not given)	-4.1%	-10.2%	3.5%
Cc1ccc(Cl)cc1N(C)C(=O)c1cnc(N2CCOCC2)c2ccccc12	/	-7.7%	7.7%
CC1CC(C)CN(C(=O)c2cn(C)c3ccc(S(=O)(=O)N(C)C)cc3c2=O)C1 (stereo not given)	3.2%	-0.7%	3.7%
O=C(CN1C(=O)CCOc2ccccc21)Nc1ccc(Cl)c(S(=O)(=O)N2CCOCC2)c1	/	14.5%	0.9%
O=C(CSc1nnc(SCc2ccc(Cl)cc2)s1)N/N=C/c1ccccc1Cl	11.3%	13.6%	5.5%
CC(=O)Nc1ccc(S(=O)(=O)NC2CCCCCC2)cc1	-3.3%	12.1%	9.5%
COc1ccc([C@H]2C(C(=O)O)=C[C@@H](C(C)(C)C)N2S(=O)(=O)c2ccc(C)cc2)cc1OC	/	14.0%	0.8%
COc1ccc2[nH]cc(CCN3C(=O)CCC3=O)c2c1	1.5%	-3.5%	1.4%
COc1ccccc1C1NC(=O)c2ccccc2O1 (stereo not given)	3.7%	7.4%	/
CCOc1ncccc1C(=O)NC(C)CCc1ccccc1 (stereo not given)	-8.4%	-6.0%	/
CCOC(=O)c1cccc(NC(=O)C2CCCN2S(=O)(=O)c2cccc3cccnc23)c1 (stereo not given)	7.5%	-0.5%	-2.6%
COc1cccc(NC(=O)CN2C(=O)CSc3ccc(S(=O)(=O)N4CCCC4)cc32)c1	/	3.7%	2.6%
COc1ccc(S(=O)(=O)N2CCCCC2)cc1C(=O)N1CCCC1	0.6%	6.9%	0.8%
Cc1ccc(Cl)cc1NC(=O)c1cc(-c2ccc3c(c2)OCCO3)on1	/	18.1%	-3.6%
Cc1cccc(C(CC(=O)O)n2cccc2)c1 (stereo not given)	5.9%	0.3%	4.0%
CC(=O)c1cccc(NC(=O)CSc2nnc(C(C)N(C)C)n2-c2ccc(F)cc2)c1 (stereo not given)	1.8%	14.0%	5.2%
COc1ccc2c(c1)cc(CNc1ccc(OC)c(OC)c1)c(=O)n2CC(=O)Nc1ccccc1C	/	2.3%	0.0%
CCN(CC(=O)Nc1ccc(NC(C)=O)cc1)C(=O)CCCc1nc2ccccc2s1	/	4.3%	3.2%
CCCCn1c(N)c(N(CCOC)C(=O)C2CC(=O)N(c3ccc(CC)cc3)C2)c(=O)[nH]c1=O (stereo not given)	/	20.4%	-0.1%
CCCc1ccc(Oc2cc(Cl)nc(N)n2)cc1	1.1%	-5.1%	-1.2%
O=C(Nc1cc(S(=O)(=O)N2CCCCC2)ccc1Cl)C1COc2ccccc2O1 (stereo not given)	/	10.0%	-6.5%
CCCCNC(=O)c1ccc2nc(-c3ccco3)c(-c3ccco3)nc2c1	-3.8%	39.8µM*	-7.9%
O=C(CNC(=O)c1ccccc1Br)N/N=C/c1cccnc1	-5.9%	-6.0%	0.7%
Cc1ccc(/C=N/NC(=O)COc2ccc(Cl)c(C)c2)o1	-10.7%	-3.4%	/
Cc1nc(-c2ccc(Cl)cc2)sc1C(=O)CBr	-22.6%	-7.6%	11.4%
CCOC(=O)/C=C/[C@H]1CC(c2ccccc2)(c2ccccc2)CO1	/	9.4%	-16.4%
Cc1cccc(NC(=O)COC(=O)COc2ccc3c(c2)CCC3)c1	/	-1.8%	-0.1%
COc1ccc(-c2csc(NC(=O)COC(=O)c3ccco3)n2)cc1	0.8%	-1.0%	2.7%

# The final 2 records of the part before come first, to join the parts.
SMILES	N370S GC mod	FEN1 inhibitor	TDP1 block
Cc1cccc(NC(=O)COC(=O)COc2ccc3c(c2)CCC3)c1	/	-1.8%	-0.1%
COc1ccc(-c2csc(NC(=O)COC(=O)c3ccco3)n2)cc1	0.8%	-1.0%	2.7%
CCOc1cccc(C(=O)NC(c2ccccc2)C(C)C)c1 (stereo not given)	24.6%	16.6%	-5.4%
O=C(NCCc1ccccc1Cl)C1CCC(=O)N(CC2CCCCC2)C1 (stereo not given)	-14.4%	4.4%	1.8%
CC(=O)Nc1cccc(NS(=O)(=O)c2ccccc2[N+](=O)[O-])c1	4.3%	-5.6%	2.4%
Clc1ncc2[nH]cnc2n1	-0.4%	6.0%	-2.7%
COc1ccc(-c2cc(C(F)(F)F)n3nc(C(=O)Nc4cc(C)ccc4C)cc3n2)cc1	/	-4.4%	7.1%
CN1CC(=O)N(CC(=O)Nc2ccc(SC(F)F)cc2)C1=O	1.4%	2.1%	7.7%
COC(=O)c1ccc(CN2CCCC(C(=O)Nc3cccc(-n4cccn4)c3)C2)cc1 (stereo not given)	-5.6%	1.3%	4.9%
CCOc1ccccc1N(C)S(=O)(=O)c1ccc2c(c1)CCN2C(=O)CCC(=O)O	1.2%	-1.3%	/
Cc1cc2c3c(c1C)C1(C(=O)N3C(C)(C)CC2C)C(C#N)=C(N)OC2=C1C(=O)CC(C)(C)C2 (stereo not given)	11.3%	-9.7%	-6.7%
CN1CCN(c2nc(-c3ccc(Cl)cc3)nc3ccccc23)CC1	-8.7%	3.4%	/
Cc1ccc(C(=O)NCC(=O)OCn2nnc3ccccc3c2=O)cc1	/	-10.2%	0.0%
COc1ccc(NC(=S)N(CCN(C)C)C(C)c2ccncc2)cc1Cl (stereo not given)	6.4%	-4.3%	3.1%
COc1ccc(CCNC(=O)C(=O)NCC2CCNCC2)cc1OC	11.4%	-2.0%	1.4%
Cc1ccnc(NS(=O)(=O)Cc2ccccc2)c1	-8.6%	-1.8%	0.0%
COc1ccc(/C=C/C(=O)OCC(=O)NCc2cccs2)cc1OC	1.0%	0.1%	0.0%
CCN1C(=O)[C@H]2[C@@H](c3ccc(-c4ccccc4)cc3)N[C@@](Cc3ccccc3)(C(=O)OC)[C@H]2C1=O	-9.2%	2.4%	-6.7%
CN(Cc1ccccc1)C(=O)COC(=O)/C=C/c1ccc2c(c1)OCO2	/	-0.6%	1.1%
O=C(COc1ccccc1)Nc1ccc(-c2nnc(-c3ccco3)o2)cc1	-2.7%	10.0%	-1.5%
C=CCNCCCOc1ccc(C(C)(C)c2ccccc2)cc1	26.5%	10.1%	3.2%
COCCOC(=O)c1[nH]c2c(c1C)C(=O)CC(c1cc(OC)c(OC)c(OC)c1)C2 (stereo not given)	7.7%	-0.4%	/
CC(C)(C)NC(=O)COc1ccc2oc3c(c2c1)CCCC3	8.2%	1.8%	-3.3%
CCc1nnc(NC(=O)c2nc(SC)ncc2Cl)s1	/	1.9%	8.6%
O=C1CC(NS(=O)(=O)c2cccnc2)CN1c1ccccc1 (stereo not given)	0.3%	-1.0%	0.3%
COc1ccc(N2CCN(C(c3ccccc3OC)c3nnnn3Cc3ccco3)CC2)cc1 (stereo not given)	4.6%	-8.9%	8.4%
COc1ccccc1N1CC(C(=O)OCc2nc(N)nc(Nc3ccccc3)n2)CC1=O (stereo not given)	/	-1.4%	0.1%
C#CCOCCOCCOCCNc1nc(N2CCN(C(=O)CCCCCCCCCCNC(=O)[C@H](CO)n3cc(CCCSC)nn3)CC2)nc(N2CCN(C(=O)CCCCCCCCCCNC(=O)[C@H](CCCCN)n3cc(CCO)nn3)CC2)n1	/	?	8.5%
Brc1cc(/C=N/n2cnnc2)oc1Br	-20.9%	-1.2%	2.6%
CCOc1ccc(-c2noc(=O)[nH]2)cc1	7.3%	0.1%	2.0%
O=C(N/N=C/c1ccc(Cl)cc1)C1CC12CCC2 (stereo not given)	0.3%	-3.8%	-2.5%
C[C@H](CO)N1C[C@H](C)[C@@H](CN(C)C(=O)Nc2ccccc2)Oc2ccc(NC(=O)Cc3ccccc3)cc2C1=O	/	18.6%	1.4%
N#CCCCN1C(=O)C(=C(C#N)C#N)c2ccccc21	-4.2%	-20.1%	-1.2%
COC(=O)c1ccc(CO/N=C2\CCCc3nonc32)cc1	4.5%	-7.4%	-1.3%
COc1cc(C(=O)NNC(=O)c2ccc(F)cc2)ccc1OCC(=O)N1CCOCC1	/	22.2%	-0.3%
O=C(O)CCc1ccc(-c2cccs2)n1NC(=O)c1ccc(Cl)cc1Cl	-2.0%	1.4%	2.2%
CC1(C)CC(=O)c2cc(-c3nc(-c4ccc(Cl)cc4)cs3)c(=O)[nH]c2C1	/	5.8%	3.6%
CCOC(=O)CCC(=O)N(CCN(C(=O)CCC(=O)OCC)c1ccccc1)c1ccccc1	8.2%	-5.9%	0.0%
CN1CCN(c2ccc([N+](=O)[O-])cc2NC(=O)c2ccccc2Cl)CC1	-12.8%	-0.9%	5.8%
COc1cccc(C(=O)NCC2CCN(c3ccc(S(=O)(=O)N4CCOCC4)cc3)CC2)c1	20.0%	14.3%	4.0%
COc1cccc(NC(=O)CN(C)S(=O)(=O)/C=C/c2ccccc2)c1	/	7.3%	2.1%
CCN1CCN(c2cc3nc(C)n(Cc4ccccc4)c(=O)c3cc2NC(=O)c2ccccc2F)CC1	-6.7%	-18.9%	2.4%
Cc1ccc(C)c(NC(=O)CSc2cn(CC(=O)N3CCCCC3)c3ccccc23)c1	/	16.6%	-2.6%
COc1ccc(C2NN=C(c3c[nH]c4ccccc34)C2O)cc1 (stereo not given)	-6.8%	-18.5%	/
Cc1ccc(C)c(C(C)NC(=S)NCc2ccc(F)cc2)c1 (stereo not given)	?	-7.1%	2.4%
CN1CCN(CC(=O)Nc2ccc(Oc3ccccc3)cc2)CC1	-2.3%	1.9%	2.2%
Cc1ccc(OCC(=O)Nc2nnc(S(=O)(=O)N3c4ccccc4CC3C)s2)cc1 (stereo not given)	/	5.8%	14.3%
CN1C(=O)[C@H]2[C@@H](c3ccc(F)cc3)N3C(=O)c4ccccc4NC(=O)[C@@]3(C)[C@H]2C1=O	-10.9%	-7.4%	/
Cc1cc(C)c(OCCCCN2CCNCC2)c(C)c1	-7.5%	-1.8%	4.5%
Nc1nnc(Sc2ncccc2[N+](=O)[O-])s1	-0.7%	1.3%	2.6%
Fc1ccccc1OCCn1c(=S)[nH]c2ccccc21	20.1%	3.1%	?
O=C1CSC(c2ccccn2)N1c1ccc2ccccc2c1 (stereo not given)	6.5%	-10.6%	0.0%
Cc1cc(C)cc(C(=O)Nc2c3c(nn2C(C)(C)C)CS(=O)(=O)C3)c1	7.1%	-17.0%	4.9%
CC(=O)c1ccc2c(c1)C1C=CCC1C(c1ccncc1)N2 (stereo not given)	4.4%	-18.4%	7.1%
CN(CC(=O)Nc1ccccc1C(F)(F)F)CC(=O)N1CCCCCC1	/	1.9%	3.1%
COc1cccc2c(Cl)c(CCCl)c(C)nc12	10.2%	13.6%	2.7%
COc1ccc(OC)c(NC(=O)Cn2c(=O)n(CC3CCCO3)c(=O)c3cc(OC)c(OC)cc32)c1 (stereo not given)	8.5%	4.6%&7.7%	5.0%
COc1ccc(OC)c(N=C2SCCCN2C(=O)c2ccc(N3C(=O)CCC3=O)cc2)c1	-27.5%	/	3.1%
c1coc(CNCc2cccs2)c1	-1.7%	-7.3%	7.7%
COc1ccc(CNc2ncc(-c3ccc(F)cc3)n2C)c2ccccc12	-16.6%	-32.0%	/
C=CCC(O)CC1C2C(CC(O)CC=C)C3C1C3C2OC(C)(C)C (stereo not given)	-8.0%[12.8 µM]	/	5.8%[21 µM]
COc1ccccc1NC(=O)NCC1(N(C)C)CCCCC1	-10.5%	-2.2%	/
CC(=O)NNc1ccc(C(F)(F)F)cc1[N+](=O)[O-]	-11.6%	-4.7%	0.0%

# Sorted by value in TDP1 block (largest number first): 7 from the list above
Structure,N370S GC mod,TDP1 block
CC1(C)CC(=O)c2cc(-c3nc(-c4ccc(Cl)cc4)cs3)c(=O)[nH]c2C1,/,3.6%
COc1ccc(OC)c(N=C2SCCCN2C(=O)c2ccc(N3C(=O)CCC3=O)cc2)c1,-27.5%,3.1%
COc1cccc2c(Cl)c(CCCl)c(C)nc12,10.2%,2.7%
O=C(NCCc1ccccc1Cl)C1CCC(=O)N(CC2CCCCC2)C1 (stereo not given),-14.4%,1.8%
CCCN(CC1CC1)C(=S)Nc1ccccc1F,2.7%,0.0%
N#CCCCN1C(=O)C(=C(C#N)C#N)c2ccccc21,-4.2%,-1.2%
COC(=O)c1ccc(CO/N=C2\CCCc3nonc32)cc1,4.5%,-1.3%
